Source: PubChem (National Center for Advancing Translational Sciences (NCATS))
G9a block: inhibitors of human histone lysine methyltransferase G9a. Q96KQ7. G9a H3K9 monomethylation, AlphaScreen, 2 h. Potency, µM (doses to about 102 µM), inactives show at the top dose activity, negative = inhibition, actives largely listed as inhibitors. actives 8.8% (n = 350,000); note: potency is the fitted concentration of half-maximal effect; % is set by controls: 0 for no effect and ±100 for the full control effect; nearly all actives have a fitted effect of over 75% in size
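Methyltransferase reactions run at room temperature for 2 h (20 nM enzyme, 500 nM biotin-H3K9 peptide, 20 uM SAM) after a 15 min compound preincubation; product detected by AlphaScreen beads and anti-H3K9me1 antibody.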
JMJD2A Tudor inh: blocks the human JMJD2A Tudor domain; AlphaScreen JMJD2A-Tudor / H3K4me3 peptide binding; Potency, µM (doses to about 114 µM), for inactives: at the top dose activity change, negative = inhibition, hits mostly inhibitors; actives 4.4% (n = 390,000); note: potency is the fitted concentration of half-maximal effect; % is set by controls: 0 for no effect and ±100 for the full control effect; nearly all actives have a fitted effect of over 50% in size
PI4K2A block: inhibitors of human PI4K2A. purified PI4K2A, ADP-Glo luminescence, 1 h; stronger effect = lower value. actives 0.13% (n = 420,000). AID 1346378. Q9BTU6. activity change, negative = inhibition, % at 76.9 µM; in the data active = activity change below about -50%; inconclusive = mostly about -30% to -49%;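 note: -100% = wells without enzyme as full effect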
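ADP-Glo luminescence measured ADP generated by PI4K2A enzyme (4 ug/mL before mixing) with 1.2 mM PI substrate (pre-mix) and 300 microM ATP (pre-mix). Tris pH7.5 buffer with MgCl2, Triton X-100; 1 h reaction at ambient temperature.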
HP1b chromo inh: HP1-beta chromodomain-methylated histone interaction inhibition; P83916; AlphaScreen HP1-beta / biotin-H3K9me3 peptide binding; Potency, µM (doses to about 114 µM), for inactives: at the highest dose activity change, negative = inhibition, hits mostly inhibitors; actives 0.56% (n = 390,000); note: potency is the fitted concentration of half-maximal effect; nearly all actives have a fitted effect of over 70% in size; inactives centre near 23
Target sequence (P83916 whole entry, looked up): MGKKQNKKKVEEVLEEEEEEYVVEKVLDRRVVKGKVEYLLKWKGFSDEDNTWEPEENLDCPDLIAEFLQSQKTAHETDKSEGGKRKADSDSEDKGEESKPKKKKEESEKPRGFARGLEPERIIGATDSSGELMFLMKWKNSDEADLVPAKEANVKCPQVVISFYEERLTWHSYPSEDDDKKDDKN
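AlphaScreen: HP1-beta (50 nM) preformed 30 min with biotin-H3(1-18)K9me3 peptide (50 nM) in PBS pH 7.4, 0.01% Tween-20. Compound added for 30 min at RT, then streptavidin donor/nickel chelate acceptor beads (10 ug/mL) for 30 min.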
RGS4 inhibitor: human RGS4 inhibition; Potency, µM (series often up to 114 µM), without a hit: at the top dose activity change, negative = inhibition, hits mostly inhibitors; P49798; actives 0.039% (n = 390,000); Transcreener GDP fluorescence polarization, RGS4-accelerated GTP hydrolysis; note: potency is the fitted concentration of half-maximal effect; % is set by controls: 0 for no effect and ±100 for the full control effect; nearly all actives have a fitted effect of over 75% in size; some results filed as inactive show a strong effect at the top dose
Target sequence (P49798 whole entry, looked up): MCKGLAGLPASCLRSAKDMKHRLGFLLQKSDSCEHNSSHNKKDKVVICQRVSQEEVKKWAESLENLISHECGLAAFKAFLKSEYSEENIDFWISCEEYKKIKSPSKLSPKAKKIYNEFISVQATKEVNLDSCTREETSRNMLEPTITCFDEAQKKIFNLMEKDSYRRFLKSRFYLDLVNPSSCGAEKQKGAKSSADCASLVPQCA
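MLSMR compounds (23 nl, pin-transferred) preincubated 10 min at room temperature with a 500nM (2x) first reagent, then RGS4 at 900nM (2x) plus Transcreener GDP mix added; fluorescence polarization (620/688 nm) read before and after 90 min at 30 °C.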
ERG-DNA inh: inhibitors of human ERG Ets domain-DNA interaction. P11308. actives 0.028% (n = 370,000). Potency, µM (top dose mostly 76.9 µM), inactives show at the highest dose FP activity, negative = inhibition, usual class: inhibitors. fluorescence polarization, His-ERG Ets domain / labelled DNA. AID 624246; active = well fitted inhibition curve with a large enough effect in the polarisation, with a control signal flat; inconclusive = small, poorly fitted or top-dose-only effect, or effect the other way, or a change in a side signal; inactive = no such curve, though single readings can be large or run the other way; the % refers to the polarisation;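 note: polarization taken with two DNA probes labelled with fluorescein and Texas red; potency is the fitted concentration of half-maximal effect; % of control where 0% means no effect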
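His-tagged ERG Ets domain (1 uM in the protein solution; 300mM KCl, 50mM Tris-HCl, 1mM EDTA, 1mM DTT, pH 7.5) received compound, then a probe mix of 5 nM fluorescein-DNA and 100nM Texas-615-DNA. Fluorescence polarization was read for both dyes.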
BAZ2B block: inhibitors of human BAZ2B bromodomain. Q9UIF8. AlphaScreen BAZ2B-H3K14Ac peptide displacement. Potency, µM (top dose mostly 114 µM), inactives show at the top dose activity change, negative = inhibition, hits mostly inhibitors. actives 4.4% (n = 360,000). AID 504333; note: potency is the fitted concentration of half-maximal effect; % is set by controls: 0 for no effect and ±100 for the full control effect; nearly all actives have a fitted effect of over 60% in size
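AlphaScreen displacement of biotin-H3(5-23)K14Ac peptide (50 nM final) from BAZ2B (50 nM final) in PBS pH 7.4, 0.01% Tween-20; complex preformed 30 min RT, then compounds (top 110 uM) 30 min RT, beads 20 min dark.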
GLS inh: blocks human kidney-isoform glutaminase activity | O94925 | GLS enzymatic activity, qHTS titration | Potency, µM (titrated, usually from 45.5 µM), for inactives: at the top dose activity change, negative = inhibition, actives largely listed as inhibitors | actives 0.21% (n = 410,000) | AID 624170; note: potency is the fitted concentration of half-maximal effect; % is set by controls: 0 for no effect and ±100 for the full control effect
Target sequence (O94925 whole entry, looked up, canonical isoform): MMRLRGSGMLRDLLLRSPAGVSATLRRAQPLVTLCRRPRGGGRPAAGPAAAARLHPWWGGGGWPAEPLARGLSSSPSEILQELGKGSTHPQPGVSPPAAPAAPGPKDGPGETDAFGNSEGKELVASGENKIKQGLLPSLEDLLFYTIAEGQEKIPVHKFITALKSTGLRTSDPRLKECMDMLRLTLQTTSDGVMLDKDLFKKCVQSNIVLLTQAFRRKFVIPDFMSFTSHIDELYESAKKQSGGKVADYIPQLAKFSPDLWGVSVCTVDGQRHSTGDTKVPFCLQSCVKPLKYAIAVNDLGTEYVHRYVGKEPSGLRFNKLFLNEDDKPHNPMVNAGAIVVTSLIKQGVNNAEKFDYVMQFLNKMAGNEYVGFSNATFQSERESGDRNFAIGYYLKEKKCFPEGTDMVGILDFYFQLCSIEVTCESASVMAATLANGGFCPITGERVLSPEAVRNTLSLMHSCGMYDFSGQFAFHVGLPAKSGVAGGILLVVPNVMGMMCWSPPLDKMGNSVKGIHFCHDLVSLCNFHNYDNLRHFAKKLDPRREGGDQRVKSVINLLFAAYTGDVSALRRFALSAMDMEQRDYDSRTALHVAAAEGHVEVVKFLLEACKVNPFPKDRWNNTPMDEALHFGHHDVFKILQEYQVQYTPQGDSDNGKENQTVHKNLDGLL
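hKGA in 45 mM KH2PO4 (pH 8.2), 0.02% Tween-20 with compound, then 1mM L-Glutamine (stock as added) plus glutamate oxidase/HRP/Amplex red coupling mix. Fluorescence read initially and after 30 min at RT; signal change reflects glutamate formation.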
12-LOX inh: blocks human arachidonate 12S-lipoxygenase; purified 12hLO, xylenol orange hydroperoxide absorbance; actives 1.1% (n = 580,000); Potency, µM (doses to about 108 µM), without a hit: at the top dose activity change, negative = inhibition, hits mostly inhibitors; P18054; AID 1671190; note: potency is the fitted concentration of half-maximal effect; % is set by controls: 0 for no effect and ±100 for the full control effect
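Purified human 12hLO at 150 nM in 25 mM Hepes, 0.01% Triton X-100, pH 7.0, preincubated 15 min at room temperature with compound. Reaction started with 40 uM arachidonic acid, 30 min at room temperature. Hydroperoxide measured by Fe-xylenol orange, 573/405 nm absorbance ratio.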
Numbers without * were called inactive; u = inconclusive; x = not tested or not shown; & = joins results of further samples; [ ] = dose if it differs, or a comment. Unless noted, calls come from the whole dose curve; as a rule, active = well fitted curve in the direction sought with a large enough effect; inconclusive = small, poorly fitted or top-dose-only effect, or another doubt; inactive = no such curve, though single readings can be large; an effect the other way counts as inactive or inconclusive. This is a subset, so the mix of outcomes need not match the whole.

Below each compound: G9a block	JMJD2A Tudor inh	PI4K2A block	HP1b chromo inh	RGS4 inhibitor	ERG-DNA inh	BAZ2B block	GLS inh	12-LOX inh
CCC(C)[C@H](NC(=O)OC(C)(C)C)C(=O)NCC1CCC(C(=O)N[C@@H](Cc2ccccc2)C(=O)O)CC1 (stereo partly specified)
    2%	-11%	5	52%[activator]	22%	-5%	-11%	20%	u
O=C(O)c1cc([N+](=O)[O-])ccc1NCc1ccccc1Cl
    u	-31%	7	-22%	-25%	19%	-8%	-27%	-2%
Cc1ccc2occ(CC(=O)N(Cc3ccc(Cl)cc3)Cc3ccco3)c2c1
    -4%[59 µM]	32%	3	59%[activator]	8%	-5%	10%	1%	-11%
Cc1cc(CNC(=S)Nc2ccc(Br)cc2Cl)nn1C
    x	-14%	3	17%	-19%	10%	-11%	16%	u
Cc1c(C(=O)N2CCc3ccccc3C2)oc2ccc(S(=O)(=O)N3CCCCCC3)cc12
    -15%	-8%	-3	37%	-26%	10%	-4%	-12%	11%
O=C(c1cn(-c2ccc(Cl)c(Cl)c2)nn1)C1CC1
    -2%	4%	4	19%	-7%	-9%	3%	-5%	-1%
c1ccc2c(OCCCCN3CCCC3)cccc2c1
    35µM*	40µM*	-3	u	-7%	-9%	56µM*	-2%	-24%
O=C(CSc1nnc(-c2ccncc2)o1)Nc1cc(Cl)ccc1C(=O)O
    x	-1%	4	18%[57 µM]	-15%	-2%	x	-14%	9%
CCN(CC)c1ccc(NC(=O)Nc2cccc3ccccc23)cc1
    3.2µM*	-24%	-2	-10%	-35%	-9%	u	u	x
COc1cccc(/C=N/NC(=O)CNC(=O)c2ccc(S(=O)(=O)N3CCCC3)cc2)c1OC
    -7%	-10%	0	18%	-11%	0%	-16%	0%	-2%
CCC1CCCCN1C(=O)/C=C/c1ccc2c(c1)OCO2 (stereo unspecified)
    18%	-3%	-3	23%	-11%	-9%	0%	-1%	2%
Cc1ccc(S(=O)(=O)N2CCN(C(=O)CCC(=O)NCc3cccc(C(F)(F)F)c3)CC2)cc1
    3%	-1%	1	28%	-19%	6%	-5%	-1%	u
Cc1ccc2oc(-c3ccc(NC(=O)CC(C)C)cc3)nc2c1
    6%	6%	12	33%	1%	u	28%	-17%	6%
CCOC(=O)c1cccc(Nc2ccc3cc(S(=O)(=O)N4CCCCC4)ccc3n2)c1
    -6%[59 µM]	28%	-1	74%[activator]	9%	5%	15%	-3%	u
Cc1cc2c(c(SCC(N)=O)n1)C(=O)OC2
    10%	-33%	-2	-10%	-12%	-3%	-9%	18%	1%
O=C(CSc1nc2ccccc2[nH]1)NC1CCCC1
    50µM*	-22%	-1	-9%	-5%	-7%	79µM*	22%	-19%
Cc1cccc(NC(=O)Cn2nc(-c3ccco3)ccc2=O)c1C
    u	-13%	0	13%	-2%	0%	-1%	13%	-16%&-26%
Cc1cc2c(cc1S(=O)(=O)N1CC(C)CC(C)C1)OCC(=O)N2 (stereo unspecified)
    x	-4%	-8	40%[activator]	1%	-1%	13%	-6%	22%
CC(=O)Nc1ccc(NC(=O)COC(=O)c2c(C)nn(-c3ccccc3)c2C)cc1
    -17%[59 µM]	-17%	1	20%	8%	-2%	-3%	-1%	-35%
CCc1cccc(C)c1NC(=O)CSc1nc(-c2ccccc2F)nc2nc[nH]c12
    -40%[59 µM]	u	-4	7%	9%	26%	-35%	10%	-2%

Some of the entries so far, as a markdown table:
| Compound | G9a block | JMJD2A Tudor inh | PI4K2A block | HP1b chromo inh | RGS4 inhibitor | ERG-DNA inh | BAZ2B block | GLS inh | 12-LOX inh |
| --- | --- | --- | --- | --- | --- | --- | --- | --- | --- |
| Cc1ccc2occ(CC(=O)N(Cc3ccc(Cl)cc3)Cc3ccco3)c2c1 | -4%[59 µM] | 32% | 3 | 59%[activator] | 8% | -5% | 10% | 1% | -11% |
| Cc1cc(CNC(=S)Nc2ccc(Br)cc2Cl)nn1C | x | -14% | 3 | 17% | -19% | 10% | -11% | 16% | u |

(more compounds)
Below each compound: G9a block	JMJD2A Tudor inh	PI4K2A block	HP1b chromo inh	RGS4 inhibitor	ERG-DNA inh	BAZ2B block	GLS inh	12-LOX inh
CCN(CC)Cc1ccccc1CNC(=O)c1cccc(S(=O)(=O)Nc2ccc3c(c2)OCO3)c1
    u	-35%	-6	18%	11%	3%	-29%	11%	69%[activator]
O=[N+]([O-])c1ccccc1CSc1nc2ccccc2o1
    5%[59 µM]	-30%	1	-7%	-21%	4%	-13%	10%	4%
COc1ccc(N2C(=O)C(CC(=O)Nc3ccc(F)cc3)N(CCC3=CCCCC3)C2=O)cc1 (stereo unspecified)
    0%[59 µM]	1%	-3	37%	4%	-9%	4%	-3%	u
O=C(O)c1cc(-n2cccc2)ccc1N1CCOCC1
    x	-16%	-8	-4%	21%	-1%	-24%	29%	-3%
CCSc1nnc(-c2ccccc2NC(=O)CC)c(=O)[nH]1
    -10%	-18%	-2	29%	-8%	0%	3%	16%	0%
O/N=C/c1ccn(-c2ccc(Br)cc2)c1
    u	-19%	3	24%	0%	-11%	u	1%	-6%
Cc1ccc(OCc2nc(-c3ccccn3)n[nH]2)cc1
    71%[activator][59 µM]	20µM*	7	51%[activator]	-1%	-1%	4µM*	2%	-13%
Cc1cc(-n2[nH]c(C)c(C)c2=O)nc(-c2ccccc2O)n1
    19%	-21%	5	2%	-16%	-1%	-4%	13%	14%
O=C(COC(=O)c1ccc([N+](=O)[O-])s1)c1ccc[nH]1
    x	u	-3	-13%	-21%	1%	x	-1%	-2%
COc1ccc(N2CCN(C(=S)Nc3ccc(OC)cc3OC)CC2)cc1
    12%	-5%	-5	36%	-15%	5%	-9%	36%[activator]	22%
CCOC(=O)N1CCC(NC(=O)c2cnc3n(c2=O)CCS3)CC1
    x	-8%	-1	39%[activator]	-21%	-1%	3%	-1%	-10%
CC1(C)c2cc(Cl)ccc2-n2c1cc(O)c(-c1ccccc1)c2=O
    -5%	-14%	3	36%[activator]	-17%	0%	-14%	10%	37%[activator]
Cc1c(N)cc(N)cc1C(=O)O
    79µM*	-12%	-21	1%	3%	-25%	-35%	-17%	-14%
CCOc1ccc(S(=O)(=O)Nc2cccc(C(=O)N(C)CC(=O)Nc3ccc(OC)cc3)c2)cc1
    x	-16%	1	11%	3%	0%[15.4 µM]	x	11%	10%
COCCC(=O)N1CCC(C(=O)Nc2ccc(Oc3ccccc3)nc2)CC1
    21%[59 µM]	-9%	4	29%	19%	-7%	-2%	8%	-12%
Cc1ccccc1NC(=O)Cn1c(=O)n(CCCCCC(=O)NCc2ccc3c(c2)OCO3)c(=O)c2sccc21
    10%[59 µM]	-16%	2	15%	-30%	1%	-3%	-3%	-20%
Nc1nc(Cl)cc(Oc2ccc([N+](=O)[O-])cc2)n1
    -32%	-22%	-2	7%	u	7%	-1%	-2%	212%[activator]
COc1ccc(CNC(=O)C(=O)Nc2cccc(C)c2C)cc1
    -31%[59 µM]	-1%	-1	24%	22%	9%	-6%	3%	-13%
Fc1ccc(CN2CCN(c3ncnc4scc(-c5ccccc5)c34)CC2)cc1
    41%[2.33 µM]	u	-1	22%	-4%	-2%	-10%	-4%	2%
NS(=O)(=O)c1ccc(CCNC(=O)CN2CCN(c3ccccc3O)CC2)cc1
    9%[59 µM]	-4%	2	26%	25%	-6%	-5%	43%[activator]	-1%
Cc1ccccc1-c1nc(CS(=O)(=O)CC(=O)N2CCCCC2)c(C)o1
    -26%	-1%	-7	18%	6%	4%	-36%[57.1 µM]	-6%	-7%
N=C1C(c2nc3ccccc3[nH]2)=C(O)CN1c1ccc(F)cc1
    22%	8%	1	51%[activator]	-2%	-16%	-17%	-6%	52%&0%[activator]
CC1(C)C(=O)OC(/C=C\c2cccc([N+](=O)[O-])c2)C(C)(C)C1=O (stereo unspecified)
    0%	-9%	3	-1%	4%	-4%	-26%	0%	3%
COc1ccc2occ(C(=O)c3cccs3)c2c1
    110%[activator]	47%[activator]	-4	147%[activator]	27%	2%	77%[activator]	3%	9%
C/C(=N\NC(=O)c1cccc(S(=O)(=O)N2CCCC2)c1)c1ccc(F)cc1
    11%	0%	-1	26%	4%	8%	3%	-2%	14%
Cc1cccnc1NC(=O)c1cccc(NC(=O)CC2SC(N3CCCCC3)=NC2=O)c1 (stereo unspecified)
    13%[12.7 µM]	-8%	-4	23%	-7%	8%[15.4 µM]	13%	10%	u
CN(C)S(=O)(=O)c1ccc(NC(=O)N2CCN(c3cccc(C(F)(F)F)c3)CC2)cc1
    -41%[12.7 µM]	-21%	-5	35%	-3%	0%	-32%	23%	0%
COC(=O)c1ccc(NC(=O)Cn2nnc(-c3cccs3)n2)cc1
    4%	-24%	-1	27%	2%	2%	0%	4%	-7%
COc1ccc(C2C(C(=O)Nc3cc(C)on3)c3ccccc3C(=O)N2C)cc1 (stereo unspecified)
    u	-28%[57.1 µM]	3	u	-17%[56.9 µM]	-1%	-30%	0%	-7%
O=C(O)C1CCCCC1C(=O)Nc1ccc2c(c1)OCCO2 (stereo unspecified)
    2.5µM*	-15%	-7	16%	-5%	1%	-1%	6%	13%
Cc1c(NC(=O)c2cc(Br)ccc2Cl)cccc1-n1cnnn1
    x	-6%	-4	40%[activator]	1%	3%	x	-5%	39%[activator]
O=c1onc(-c2ccccc2)c2ccccc12
    x	-11%	-5	41%	1%	8%	x	1%	365%[activator]
